# From PubChem
# TDP2 absorb: human TDP2 enzyme inhibitors, primary screen, biochemical, epi absorbance, recombinant enzyme. Tyrosyl-DNA phosphodiesterase 2 (Homo sapiens), O95551. T5PNP hydrolysis, p-nitrophenol absorbance 415 nm. inhibition, % at 12.8 µM. 370,000 compounds, 0.34% hits. AID 720702, 2013;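 active = inhibition above the mean of all tested compounds plus 3 SD, set per campaign, cut at about 25% in these data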;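 note: 0% = DMSO with enzyme and 100% = buffer with substrate but no TDP2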
#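 System – recombinant human TDP2 · Amount – 120 nM TDP2 per well · Buffer or medium – Mg2+-containing Tris-HCl buffer, pH 7.5 · Reagent – T5PNP substrate, 5 mM · Dosing – 12.8 µM single point, 1% DMSO · Incubation – 2 h at 37 °C · Measured by – epi absorbance · Read-out basis – percent inhibition · Benchmarks – high control without enzyme, low control DMSO plus TDP2 · Repeats – singlicate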
# LEDGF integ inh: blockers of LEDGF/p75-dependent integrase strand transfer – biochemical, TR-FRET, high throughput, primary screen; HIV-1 integrase (with human LEDGF/p75); TR-FRET IN-LEDGF/p75 DNA integration, Eu/Cy5; inhibition, % at 3.7 µM; 370,000 compounds, 0.64% hits;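 active = inhibition above the screen-wide mean plus 3 SD, cut at about 13% in these data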;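 note: signal is the Cy5 over europium emission ratio at 671 and 618 nm; 0% = plate median of compound wells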
# NR1D1 modulator: modulators of Rev-erb alpha DNA binding, primary screen, biochemical, FITC-DNA, fluorescence polarization, uHTS | activity, % at 10 µM | Rev-erbα–FITC-DNA binding, 90 min | 370,000 compounds, 0.79% hits | AID 1259318, 2017;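 active = activity above about 14%, limit read from the data; passing the limit was not always enough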;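 note: 0% = DMSO wells with 35 nM protein and 100% = DMSO wells with 750 nM protein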
# Target sequence (P20393 whole entry, looked up): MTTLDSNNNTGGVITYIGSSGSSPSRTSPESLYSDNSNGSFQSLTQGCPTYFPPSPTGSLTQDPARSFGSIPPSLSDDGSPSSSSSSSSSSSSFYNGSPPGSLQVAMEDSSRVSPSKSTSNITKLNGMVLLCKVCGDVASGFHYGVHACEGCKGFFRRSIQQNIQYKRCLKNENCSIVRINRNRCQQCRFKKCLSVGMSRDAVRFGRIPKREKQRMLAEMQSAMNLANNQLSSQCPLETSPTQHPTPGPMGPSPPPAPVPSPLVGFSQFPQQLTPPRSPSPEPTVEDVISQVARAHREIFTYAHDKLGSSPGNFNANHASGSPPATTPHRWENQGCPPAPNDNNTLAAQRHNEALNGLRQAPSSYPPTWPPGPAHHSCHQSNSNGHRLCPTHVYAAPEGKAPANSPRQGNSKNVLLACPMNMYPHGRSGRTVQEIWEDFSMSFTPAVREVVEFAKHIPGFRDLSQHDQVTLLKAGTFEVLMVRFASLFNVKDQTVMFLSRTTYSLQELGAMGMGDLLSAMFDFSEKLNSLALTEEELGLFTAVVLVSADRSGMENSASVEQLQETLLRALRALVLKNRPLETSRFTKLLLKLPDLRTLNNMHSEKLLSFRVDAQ
# SIAE primary: human SIAE inhibitors, primary screen, biochemical, fluorescence polarization, FP-Rh probe, 1536-well HTS; 370,000 compounds, 0.69% hits; SIAE FP-Rh probe binding; AID 1053197, 2014; Sialate O-acetylesterase (Homo sapiens), Q9HAT2; inhibition, % at 9.66 µM;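 active = inhibition above a cutoff: mean of compounds within the control limits plus 3 SD of those, cut at about 17% in these data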;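 note: 0% = plate median of compound wells and 100% = probe without SIAE protein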
# PRMT1 inh: PRMT1 methyltransferase inhibitors, primary screen, biochemical, fluorescence polarization | Protein arginine N-methyltransferase 1 (Homo sapiens), Q99873 | inhibition, % at 2.79 µM | 370,000 compounds, 1.3% hits | recombinant PRMT1, activity-based probe fluorescence polarization;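 active = inhibition above about 21% made by adding two undisclosed values, limit read from the data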
# mABHD4 FP: ABHD4 inhibitors, primary screen, biochemical, fluorescence polarization, mouse. (Lyso)-N-acylphosphatidylethanolamine lipase (Mus musculus), Q8VD66. purified mABHD4, FP-Rh probe fluorescence polarization. inhibition, % at 8.92 µM. 370,000 compounds, 0.54% hits. AID 720543, 2013;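 active = inhibition exceeding the mean over every tested compound plus 3 SD, cut at about 30% in these data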;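 note: 0% = plate median of compound wells and 100% = S159A mutant with DMSO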
#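 Test system: mABHD4 protein | Buffer or medium: HEPES pH 7.0 buffer, 150 mM NaCl, 0.01% Pluronic F-127 | Probe or stimulus: FP-Rh fluorescent activity-based probe, added after compound pre-incubation | Timing: Pre-incubation 45 min, probe exposure 60 min, at 25 °C | Technique: Fluorescence polarization, excitation 525 nm, emission 598 nm, BODIPY TMR filters | Repeats: Single well per compound (singlicate)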
# rCAG RNA binder: binders of r(CAG) RNA repeats, primary screen, biochemical, fluorescence | inhibition, % at 3 µM | AID 651821, 2012 | 370,000 compounds, 1.3% hits | r(CAG) RNA repeat, TO-PRO-1 dye displacement fluorescence;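 active = inhibition above the plate cutoff, the mean of all test compounds on that plate plus 3 SD, cut at about 35% in these data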;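 note: 0% = DMSO alone and 100% = 100 µM mitoxantrone as full dye displacement; higher means more dye released from RNA so lower well fluorescence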
# HTRA1 inhibitor: HTRA1 serine protease inhibitors, primary screen, biochemical, fluorescence polarization, HTS; recombinant HTRA1, FP-rhodamine activity-based probe; inhibition, % at 5.96 µM; 340,000 compounds, 0.5% hits; in the data active = inhibition above about 36%;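 note: 0% = enzyme with DMSO and 100% = wells lacking enzyme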
# Target sequence (Q92743 whole entry, looked up): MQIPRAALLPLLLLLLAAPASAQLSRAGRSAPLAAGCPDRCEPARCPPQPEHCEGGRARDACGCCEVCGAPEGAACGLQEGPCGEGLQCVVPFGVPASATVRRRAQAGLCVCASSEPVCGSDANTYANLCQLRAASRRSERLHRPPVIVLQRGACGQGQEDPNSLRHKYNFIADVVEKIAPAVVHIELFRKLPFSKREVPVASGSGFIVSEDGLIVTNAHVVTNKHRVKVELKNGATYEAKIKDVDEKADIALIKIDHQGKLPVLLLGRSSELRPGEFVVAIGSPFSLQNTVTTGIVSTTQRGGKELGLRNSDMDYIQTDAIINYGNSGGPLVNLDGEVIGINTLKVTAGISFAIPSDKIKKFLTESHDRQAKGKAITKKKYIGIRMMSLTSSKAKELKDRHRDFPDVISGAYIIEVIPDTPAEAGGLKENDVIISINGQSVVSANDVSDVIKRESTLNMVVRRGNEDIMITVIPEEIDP
# TCR-CD3 inh: inhibitors of human TCR-CD3 interaction, primary screen, biochemical, fluorescence, TAMRA-labeled TCR probe. 360,000 compounds, 0.37% hits. AID 651800, 2012. T-cell receptor (TCR). inhibition, % at 9.4 µM; in the data active = inhibition above about 19%;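 note: recombinant mutant TCR 2C K166C tagged with TAMRA read by polarization; 0% = receptor in buffer alone and 100% = receptor with positive control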
# PG9 binder: binders of HIV-1 gp120 antibody PG9, primary screen, biochemical, TR-FRET; 360,000 compounds, 0.43% hits; HIV-1 gp120 / PG9 antibody interaction; TR-FRET gp120-PG9 antibody binding; inhibition, % at 6.7 µM; AID 624416, 2012; in the data active = inhibition above about 8.5%
# The depositor's hits bear a star; / = not tested or not shown. The list is partial. The share of hits here may be higher or lower than overall.
SMILES,TDP2 absorb,LEDGF integ inh,NR1D1 modulator,SIAE primary,PRMT1 inh,mABHD4 FP,rCAG RNA binder,HTRA1 inhibitor,TCR-CD3 inh,PG9 binder
N#C/C(=C\Nc1ccc(Cl)cn1)S(=O)(=O)c1ccccn1,5,-3,-3,5,0,-4,2,6,3,-0.6
CCCCCOC(=O)c1ccc(OC(=O)c2cncc(Br)c2)cc1,4,5,-2,-8,4,-6,-1,-3,-2,2.4
CC[C@]12c3[nH]c4ccccc4c3CCN1C(=O)C(CC(=O)NCCC1=CCCCC1)C[C@@H]2C(=O)N1CCN(C(=O)c2ccco2)CC1 (some centres not stated),7,-5,10,1,-1,0,4,-6,4,-0.1
COc1ccc(CNC(=O)C[C@H]2C[C@H](C(=O)N3CCOCC3)[C@@]3(C)c4[nH]c5ccc(Cl)cc5c4CCN3C2=O)cc1OC,3,0,2,2,1,0,0,5,5,-0.5
O=C(Cc1c[nH]c2ccccc12)Nc1ccc(Nc2cccnc2)c(-c2ccc(Oc3ccccc3)cc2)c1,-3,-1,6,18*,-1,9,16,/,1,-1.0
CC(=O)c1cccc2c1OC(C)C(=O)N2Cc1ccc(Cl)cc1 (configuration not stated),4,-2,3,6,-2,-1,1,/,1,0.0
Cn1cccc1C=NNC(=O)c1cc(-c2ccc(Cl)cc2)n[nH]1,0,1,-2,-7,25*,-7,10,/,/,/
Cn1c(=O)c([N+](=O)[O-])c(NCCCn2ccnc2)c2ccccc21,0,-8,0,12,-2,3,1,-4,1,-69
C/C(=N/NC(=O)CNc1ccc(C)cc1)c1ccc(Cl)cc1,9,0,2,3,0,3,0,-5,-4,-1.4
CC(=O)NC(Cc1ccccc1F)C(=O)NC1CCN(c2ncccc2[N+](=O)[O-])CC1 (configuration not stated),2,1,/,1,4,4,-5,-2,-5,0.1
COc1ccc(C2=NOC(C(=O)NCc3ccccn3)C2)cc1 (configuration not stated),15,-1,4,-8,1,3,-5,-1,-3,1.1
Cc1ccccc1C(=O)Nc1ccc(S(=O)(=O)N2CCCC2)cc1,8,-1,0,8,0,-1,0,0,5,-0.9
COc1ccc(C(C(=O)NC2CCCC2)N(C(=O)c2ccco2)c2ccccc2OC)cc1 (configuration not stated),-3,2,-7,0,-3,-6,-7,2,9,0.5
COc1ccc(CNC[C@H]2O[C@@H](n3ccc(=O)[nH]c3=O)[C@H](O)[C@@H]2O)cc1OC,-2,3,-7,-3,-4,0,3,3,2,-0.6
O=C(Nc1ccccc1)c1ccc(NCC2CCCO2)c(S(=O)(=O)N2CCOCC2)c1 (configuration not stated),16,0,0,-2,-1,2,2,4,1,-1.0
COc1ccc2[nH]c(=O)c3c(c2c1)OC(C)(C)C=C3,3,5,2,0,1,-1,-3,1,1,0.0
CCN(CC(=O)Nc1ccc(Br)cc1)CC(=O)Nc1cc(C)on1,-17,-3,1,1,7,-1,-2,-5,-8,0.2
CCOC(=O)c1cnc2c(-c3ccccc3OC)c(C)nn2c1C,-4,1,-2,1,2,-1,-6,-3,1,0.3
Cc1cc(CN(C)C(=O)c2ccc3nc(Cc4ccccc4F)oc3c2)n[nH]1,0,-4,4,2,2,1,-5,3,-4,-2.4
COc1ccc(NC(=O)N(C)C[C@@H]2OCCCC[C@@H](C)Oc3ccc(NS(C)(=O)=O)cc3C(=O)N([C@H](C)CO)C[C@@H]2C)cc1,-1,-2,-2,0,5,5,6,/,1,2.7
CC(=O)N(C(C)=O)N1C(=O)C2C3c4ccccc4C(c4ccccc43)C2C1=O (configuration not stated),-8,5,2,-12,-5,-4,-2,-1,3,-1.2
CSc1ccc(NC(=O)Nc2cc(C)ccn2)cc1,-14,-2,-3,-1,3,12,4,-4,-3,0.6
CCCC[C@H](C(=O)N(C)c1cccc(OC)c1)[C@@H](O)c1ccc(Cl)cc1,-5,1,-12,0,5,0,0,/,/,/
CN(Cc1ccc(F)cc1)C(=O)c1cccc2c1C(=O)N(Cc1cccnc1)C2,0,1,5,5,2,2,-1,/,/,/
CC(C)(C)c1cnnn1-c1ccc(C(=O)CCl)cc1,-6,-3,1,-3,9,-6,2,8,-1,-1.0

# Continued:
SMILES,TDP2 absorb,LEDGF integ inh,NR1D1 modulator,SIAE primary,PRMT1 inh,mABHD4 FP,rCAG RNA binder,HTRA1 inhibitor,TCR-CD3 inh,PG9 binder
O=C(CSc1ccc2c(c1)OCCO2)N1CCN(c2ccccc2O)CC1,-15,-6,3,8,8,1,6,0,-4,-0.3
O=C(CSCc1ccc(Br)cc1)N1CCCC1,3,3,4,-4,4,-3,-4,-2,4,0.0
CN1CCN(CCCNC(=O)c2ccc3c(Cl)c4c(nc3c2)CCCC4)CC1,8,1,2,0,-4,8,-8,5,3,-0.5
C[C@@H](c1ccccc1)N1C[C@@H](COCc2ccccc2)Oc2cc(N3CCC[C@H]3C(N)=O)ccc2S1(=O)=O,10,2,-1,-10,-3,-4,7,/,-3,3.6
CC(C)C1Cc2c(C#N)c(N)n(C)c(=S)c2CO1 (configuration not stated),9,-3,1,2,2,-4,-2,1,1,-1.7
COc1ccc(C)cc1NC(=O)CCNS(=O)(=O)c1cccc2nonc12,18,2,1,8,-1,-2,1,-2,7,-0.5
CCOP(=O)(OCC)C(Nc1ccc(C(=O)O)cc1)c1ccccc1 (configuration not stated),13,0,3,0,-1,-1,1,5,5,-0.9
COc1ccc(/C=C2\SC(=S)N(CCC(=O)N(CCO)c3ccccc3)C2=O)cc1OC,-25,7,-5,4,-5,-2,14,-3,9,-0.5
O=C(C[C@H]1C/C=C\C[C@H](Cc2ccc(F)cc2)C(=O)OC[C@@H]2CCCN2C1=O)N[C@H](CO)Cc1ccccc1,0,0,1,6,0,1,-5,4,-2,0.5
CCOC(=O)C1CCCN(C(=O)C2CCN(S(=O)(=O)c3ccc4ccccc4c3)CC2)C1 (configuration not stated),10,0,-5,2,-4,1,-3,-7,0,-4.0
Cc1nnc(-n2ncc(C#N)c2N)c2nn(-c3cccc(Cl)c3)c(C)c12,-1,-2,-1,-1,5,-1,-2,-1,-4,2.6
CCN(CC(=O)Nc1ccccc1C(F)(F)F)C(=O)c1ccccc1SCC(=O)N1CCCC1,2,-5,-3,2,6,6,-9,-7,-7,-0.1
COc1ccc(N(Cc2ccccc2)S(=O)(=O)c2cccc(C(=O)Nc3ccccn3)c2)cc1,2,-4,4,-15,3,-16,6,-60,-2,-2.1
Cc1ccc(C(=O)N/N=C/c2ccc(N3CCOCC3)cc2)c(C)c1,6,-2,-2,1,1,4,-6,6,9,-2.7
O=C(/C=C/c1ccccc1[N+](=O)[O-])NCc1ccncc1,-2,-1,3,-3,3,-2,-2,-3,-9,0.3
O=C(O)CC(CP(=O)(c1ccccc1)c1ccccc1)C(=O)O (configuration not stated),-5,1,2,6,2,2,0,4,3,0.8
N#CC(c1ccc(O)cc1)N1CCN(C(C#N)c2ccc(O)cc2)CC1 (configuration not stated),-2,0,-8,-3,-4,-4,2,-1,3,-1.1
CC(C)N(Cc1ccc(F)cc1)C(=O)c1cc2ccccc2oc1=O,11,2,0,7,0,-2,0,3,1,-1.6
O=C(NC1CCCC1)C(c1ccc(F)cc1)N(C(=O)c1csnn1)C1CCCC1 (configuration not stated),4,-1,0,-2,4,0,-6,-13,1,-1.9
Fc1ccc(CN2CCCCCCC2)cc1F,7,3,3,3,2,9,-2,4,2,-0.3
CC(=O)c1cc2c(cc1NC(=O)C1CC1)OCO2,2,-1,-1,-1,-1,2,1,-1,6,-0.9
O=C(CNC(=O)c1nc[nH]c1C(=O)NCC(=O)OCc1ccccc1)OCc1ccccc1,5,-2,-6,-6,-2,4,-4,5,4,0.2
CC1CCCCN1Cc1c(O)ccc2c(=O)c(-c3ccc(Cl)cc3Cl)coc12 (configuration not stated),0,0,7,-7,4,3,-6,-1,-9,2.0
Cc1ccc(-c2cc(C(=O)n3cnc4ccccc43)c3ccccc3n2)cc1C,4,2,-4,0,-2,-5,11,-10,9,-0.7
CCOc1ccccc1Nc1nc(-c2sc(NC(=O)c3ccco3)nc2C)cs1,1,1,-4,-17,5,-12,29,-27,-10,0.0
C=CC[C@@H](CC(=O)N[C@H](CO)Cc1ccccc1)C(=O)NCCOC(=O)[C@@H](CC=C)Cc1ccc(F)cc1,-14,-3,2,1,-1,3,-9,-11,0,0.1
O=C(NNC(=O)c1cccc(Br)c1)C(=O)N1CCCCC1,-16,6,5,1,-4,-9,2,2,-5,-6.0

# As a short view, 9 of the compounds above.
SMILES,TDP2 absorb,LEDGF integ inh,NR1D1 modulator,SIAE primary,PRMT1 inh,mABHD4 FP,rCAG RNA binder,HTRA1 inhibitor,TCR-CD3 inh,PG9 binder
Cc1cc(CN(C)C(=O)c2ccc3nc(Cc4ccccc4F)oc3c2)n[nH]1,0,-4,4,2,2,1,-5,3,-4,-2.4
COc1ccc(NC(=O)N(C)C[C@@H]2OCCCC[C@@H](C)Oc3ccc(NS(C)(=O)=O)cc3C(=O)N([C@H](C)CO)C[C@@H]2C)cc1,-1,-2,-2,0,5,5,6,/,1,2.7
CC(=O)N(C(C)=O)N1C(=O)C2C3c4ccccc4C(c4ccccc43)C2C1=O (configuration not stated),-8,5,2,-12,-5,-4,-2,-1,3,-1.2
CSc1ccc(NC(=O)Nc2cc(C)ccn2)cc1,-14,-2,-3,-1,3,12,4,-4,-3,0.6
CCCC[C@H](C(=O)N(C)c1cccc(OC)c1)[C@@H](O)c1ccc(Cl)cc1,-5,1,-12,0,5,0,0,/,/,/
CN(Cc1ccc(F)cc1)C(=O)c1cccc2c1C(=O)N(Cc1cccnc1)C2,0,1,5,5,2,2,-1,/,/,/
CC(C)(C)c1cnnn1-c1ccc(C(=O)CCl)cc1,-6,-3,1,-3,9,-6,2,8,-1,-1.0
O=C(CSc1ccc2c(c1)OCCO2)N1CCN(c2ccccc2O)CC1,-15,-6,3,8,8,1,6,0,-4,-0.3
O=C(CSCc1ccc(Br)cc1)N1CCCC1,3,3,4,-4,4,-3,-4,-2,4,0.0
